Screening results (PubChem BioAssay)
IMPase Li inh – IMPase inhibition in cells with lithium potentiation. AID 1457. CHO-M1 cells, IP1 TR-FRET (IP-One), carbachol + lithium. Potency, µM (titrated, usually from 59.4 µM), for inactives: at the highest dose activity, negative = IMPase inhibition, hits mostly inhibitors. hit rate 0.35% among 210,000;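 further: IP1 builds up when IMPase is blocked and the TR-FRET signal falls; potency means the concentration at half of the fitted maximal effect; plate controls were basal vehicle for no effect and high inhibitor control for full effect; nearly all actives have a fitted effect of over 50% in size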
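CHO cells stably expressing M1 receptor (2000/well, cultured 16–30 h) treated 30 min at 37C with compound plus low lithium. Cytosolic IP1 by TR-FRET (665/620 ratio and 620 channel) after 10 min lysis; AC50 by Hill fit.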
CBFb-RUNX1 inh – inhibitors of human CBF-beta and RUNX1 interaction; Q01196+Q13951; AlphaScreen CBFb-His/RUNX1-biotin binding, biochemical; Potency, µM (highest dose often 59.8 µM), without a hit: at the highest dose activity, negative = inhibition, most hits filed as inhibitors; 230,000 tested, under 10 active; AID 1477; further: % of control where 0% means no effect
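His-tagged CBF-beta and biotinylated RUNX1 (30 nM each) were premixed 20 min at room temperature, exposed to compound for 15 min, then given nickel-chelate and streptavidin AlphaScreen beads (50 ng each). After 90 min, AlphaScreen signal was read.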
Epigenetic reg – regulators of epigenetic silencing causing reporter derepression in mouse cells; hit rate 0.2% among 280,000; murine LDR cells, GFP reporter derepression, 30 h; Potency, µM (series often up to 53.9 µM), for the others: at the highest dose GFP activation, usual class: activators; further: potency means the concentration at half of the fitted maximal effect; % of control where 0% means no effect; nearly all actives have a fitted effect of over 60% in size
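Murine LDR cells bearing a silenced CMV-driven GFP reporter were exposed to compound for 30 h at 37 C. After PBS washes, GFP-positive cells (20-120 um objects) counted by laser-scanning microplate cytometry.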
NPSR antag – neuropeptide S receptor (human) antagonism, cAMP; CHO-NPSR cells, cAMP TR-FRET, antagonist mode; Potency, µM (doses to about 38.3 µM), for inactives: at the top dose activity change, negative = inhibition, actives largely listed as inhibitors; hit rate 1% among 220,000; further: potency means the concentration at half of the fitted maximal effect; on the % scale 0 is the no-effect control and ±100 the full control effect; nearly all actives have a fitted effect of over 50% in size; many of its hits are not listed in these tables
Target sequence (Q6W5P4 whole entry, looked up): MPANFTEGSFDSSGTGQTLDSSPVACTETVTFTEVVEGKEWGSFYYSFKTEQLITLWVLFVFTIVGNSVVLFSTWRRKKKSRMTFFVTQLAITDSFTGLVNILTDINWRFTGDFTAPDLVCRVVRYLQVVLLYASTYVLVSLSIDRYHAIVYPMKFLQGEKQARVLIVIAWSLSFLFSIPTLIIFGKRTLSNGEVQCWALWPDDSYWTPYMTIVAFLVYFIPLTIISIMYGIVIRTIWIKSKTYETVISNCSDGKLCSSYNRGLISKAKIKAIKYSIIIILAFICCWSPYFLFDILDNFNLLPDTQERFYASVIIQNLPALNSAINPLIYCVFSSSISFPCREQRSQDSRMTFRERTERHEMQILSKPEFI
Lamin A splicing – modulators of lamin A splicing. HeLa LMNA splicing GFP/RFP minigene ratio, 48 h. Potency, µM (titrated, usually from 46.1 µM), for inactives: at the top dose ratio change, negative = inhibition, most hits filed as inhibitors. hit rate 0.01% among 200,000; active means well fitted inhibition curve with a large enough effect in the signal ratio, with a control signal flat, not every such curve was filed as active; inconclusive means small, poorly fitted or top-dose-only effect, or effect the other way, or a change in a side signal; the % refers to the signal ratio; further: potency means the concentration at half of the fitted maximal effect; on the % scale 0 is the no-effect control and ±100 the full control effect
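S3 HeLa cells stably expressing lamin A-EGFP splicing minigene plus DsRed2, 600 cells/well, 48 h compound exposure at 37C. Laser-scanning cytometry; analysed as GFP (500-530 nm)/RFP (575-640 nm) total intensity ratio; 0.5% DMSO vehicle.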
Luc counter – blocks Kinase-Glo luciferase, a counter-screen artifact; Q27757; Kinase-Glo luciferase, ATP luminescence, 8 min; Potency, µM (top dose mostly 38.3 µM), without a hit: top-dose activity change, negative = inhibition, usual class: inhibitors; hit rate 0.28% among 200,000; further: potency means the concentration at half of the fitted maximal effect; on the % scale 0 is the no-effect control and ±100 the full control effect; nearly all actives have a fitted effect of over 60% in size
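Kinase-Glo luciferase light output from ATP and luciferin was measured with 10 uM ATP, within the enzyme's linear range. Buffer: 50 mM imidazole pH 7.2, 50 mM KCl, 7 mM MgCl2, 0.01% Tween 20, 0.05% BSA; luminescence read after 8 min at ambient temperature.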
GLA spleen mod – alpha-galactosidase A (human) modulation. human spleen homogenate, 4MU-alpha-Gal fluorescence, 40 min. Potency, µM (series often up to 80 µM), without a hit: at the highest dose activity change, negative = inhibition, usual class: inhibitors. hit rate 0.008% among 240,000. P06280;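 further: potency means the concentration at half of the fitted maximal effect; 0% = enzyme with vehicle and -100% = no enzyme basal signal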
Target sequence (P06280 32-429 limits assumed): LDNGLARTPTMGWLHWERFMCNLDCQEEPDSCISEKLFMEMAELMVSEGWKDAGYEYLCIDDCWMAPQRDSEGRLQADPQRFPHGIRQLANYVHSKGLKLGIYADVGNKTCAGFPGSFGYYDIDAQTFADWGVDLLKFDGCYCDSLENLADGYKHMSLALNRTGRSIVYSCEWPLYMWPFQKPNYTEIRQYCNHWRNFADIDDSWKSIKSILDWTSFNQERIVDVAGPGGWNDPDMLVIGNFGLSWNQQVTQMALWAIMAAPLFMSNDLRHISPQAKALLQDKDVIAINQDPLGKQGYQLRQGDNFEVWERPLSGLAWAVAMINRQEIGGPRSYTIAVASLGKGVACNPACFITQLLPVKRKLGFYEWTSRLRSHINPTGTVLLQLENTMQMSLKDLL
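Spleen homogenate 1 ug + cpd (titration) + 4-MU-alpha-D-galactopyranoside 1 mM; 37C 40 min; 50 mM citrate/phosphate pH 5.0, 0.01% Tween-20; stop pH 10; fluorescence 365/440; AC50 via Hill.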
* marks the source's active call; other numbers are inactive results; ? = inconclusive; . = no result given; & = joins results of further samples; [ ] = dose if it differs, or a comment. Unless noted, the call rests on the fitted dose curve; in most records, active means well fitted curve in the direction sought with a large enough effect; inconclusive means small, poorly fitted or top-dose-only effect, or another doubt; inactive means no such curve, though single readings can be large; an effect the other way counts as inactive or inconclusive. These rows are one share of the data; the hit share may differ from the screen's.

SMILES	IMPase Li inh	CBFb-RUNX1 inh	Epigenetic reg	NPSR antag	Lamin A splicing	Luc counter	GLA spleen mod
COc1ccc(CNc2ccc3c(c2)ncn3-c2ccccc2OC)cc1	-4%[38.3 µM]	?	-2.3%	-28%[46.1 µM]	7%	0%	-5%
COc1ccc(C)cc1NC(=O)C(C)N(c1ccc(C)cc1)S(C)(=O)=O (stereo not given)	.	0%	1.0%	-19%[46.1 µM]	-3%	.	3%
Cc1ccc(C(=O)Nc2cccc([N+](=O)[O-])c2)cc1S(=O)(=O)Nc1cccc(C(=O)O)c1	3%	-2%	0.6%	-5%	-11%[46 µM]	0%	-4%
O=C(Nc1nc(-c2ccncc2)cs1)c1ccco1	8%[38.3 µM]	-23%	5.1%	10%[7.67 µM]	-3%	-7%	-1%
COc1cccc(NC(=O)Cn2c(CCC(=O)O)ccc2-c2ccc(C)cc2)c1	-2%	-7%	-4.8%	-18%	-6%[46 µM]	1%	24%
COC(=O)c1cc2c(ccn2-c2ccc(F)cc2)n1Cc1ccc(OC)cc1	12%	1%	1.1%	-35%	?	-2%	-14%
COC(=O)CN(C(=S)Nc1ccccc1)C1CC(=O)N(c2ccc(OC)cc2)C1=O (stereo not given)	2%[38.3 µM]	-2%	0.0%	-13%[46.1 µM]	8%	-6%	-1%
Cc1nc2nc[nH]n2c(=O)c1NC(=O)CC12CC3CC(CC(C3)C1)C2	22%&10%[38.3 µM]	3%&-1%	-2.7%&-3.1%	6%&7%[46.1 µM]	0%&3%	-1%&0%	6%&-14%
O=C(Nc1ccccc1)N(c1ccccc1)C1C=CS(=O)(=O)C1 (stereo not given)	.	5%	0.0%	-13%	.	.	4%
CSc1n[nH]c(=O)n1C1CCCCC1	.	12%	-1.3%	-20%	.	.	-9%
Cc1ccc(-n2c(C)cc(C(=O)CN3CCOCC3)c2C)cc1	5%	3%	-0.1%	6%	5%[9.22 µM]	1%	0%
Cn1nnnc1SCC(=O)N1CCOCC1	0%	8%	0.0%	-11%[46.1 µM]	-1%	-1%	5%
COc1ccc(-c2cc(C(F)(F)F)nc(N3CCOCC3)n2)cc1	15%[38.3 µM]	3%	0.0%	-29%[46.1 µM]	8%	2%	8%
Cc1ccc(C(=O)OC(C)CN2CCOCC2)cc1 (stereo not given)	-1%	28%	-1.1%	10%	.	0%	-5%
COc1ccccc1CNC(=O)c1cnccn1	25%[38.3 µM]	-18%	2.0%	-2%[46.1 µM]	13%	-3%	10%
O=C(Nc1ccc2c(c1)C(=O)NC2=O)c1ccc(S(=O)(=O)N2CCCC2)cc1	18%	-3%	8.3%	-33%	1%[46 µM]	2%	0%
COc1ccc(C(CNC(=O)c2cc(SC)ccc2Cl)N(C)C)cc1 (stereo not given)	.	3%	-0.3%	-2%	.	.	-2%
CSc1nc2c(cnn2-c2ccc(C)c(C)c2)c(=O)[nH]1	-7%[38.3 µM]	0%	1.5%	3%[46.1 µM]	?	-3%	0%
Cc1ccc(-c2ccc(S(=O)(=O)N3CCCC3)cc2)cc1	14%	14%	-0.6%	2%	-5%[46 µM]	-2%	4%
COc1cccc(OC)c1NC(=O)C1CCCN1C(=O)NCc1ccccc1 (stereo not given)	12%[38.3 µM]	4%	0.0%	-1%[46.1 µM]	10%	-1%	6%
COCC(=O)Nc1cc(C(=O)Nc2cccc(C)c2C)ccc1Cl	16%[38.3 µM]	-5%	0.0%	-1%[46.1 µM]	-5%	-7%	1%
COc1ccc(N2C(=O)CCC2(C#N)c2ccc(Br)cc2)cc1 (stereo not given)	29%[38.3 µM]	1%	-1.0%	-24%[46.1 µM]	3%	2%	-7%
Cc1cc(C)nc(N(C#N)CN2C(=O)c3ccccc3S2(=O)=O)n1	-4%[38.3 µM]	6%	-5.4%	?	6%	13%	-5%
O=C(CN1CCOCC1)Nc1ccc(OCc2ccccc2)cc1	-1%[38.3 µM]	10%	4.2%	-5%[46.1 µM]	21%	-2%	5%
CCOC(=O)C1C(c2cccc(F)c2)NC(=S)NC1(O)C(F)(F)F (stereo not given)	-1%	3%	-0.9%	5%	-3%	0%	-9%
O=C(O)c1ccc(S(=O)(=O)c2ccc3c(c2)C(=O)N(Cc2ccco2)C3=O)cc1	-5%[38.3 µM]	4%	-4.6%	-8%[46.1 µM]	1%	5%	4%
Cc1cc(C)c2sc(NNC(=O)c3ccc(S(=O)(=O)N4CCc5ccccc5C4)cc3)nc2c1	4%	-3%[2.36 µM]	?	-11%	?	-2%	-3%
CCCN(c1nc(C)cc(OC)n1)S(=O)(=O)c1ccccc1	7%[38.3 µM]	10%	0.0%	-20%[46.1 µM]	15%	-3%	-1%
CC1CN(CCOc2ccc(Cl)cc2Cl)CC(C)O1 (stereo not given)	2%	3%	-2.3%	6%	2%	1%	-7%
COCc1cc(C)nc2sc(C(=O)OC(C)C)c(N)c12	-20%[38.3 µM]	?	4.9%	4%[46.1 µM]	-12%	-8%	13%
O=C1C(Cl)=C(N2CCOCC2)C(=O)N1c1ccccc1Cl	-3%[38.3 µM]	3%	-2.5%	-11%[46.1 µM]	2%	-6%	1%
COCCNC(=O)Cn1nc(-c2ccccc2OC)ccc1=O	-10%[38.3 µM]	5%	-3.9%	-8%[46.1 µM]	5%	9%	2%
CC(=O)Nc1ccc(OCC(=O)NCCc2ccc(Cl)cc2)cc1	.	-1%	-0.9%	-11%[46.1 µM]	-18%	.	2%
CCN1CCN(S(=O)(=O)c2ccc(Cl)c(C(=O)Nc3nnc(CC(C)C)s3)c2)CC1	0%[38.3 µM]	-3%	-1.2%	-19%[46.1 µM]	17%	-2%	-11%
O=C(Nc1nc(-c2ccc(Cl)s2)cs1)c1cccs1	6%[38.3 µM]	11%	-0.3%	9%[7.67 µM]	?	1%	4%
CNC(=O)/C(C#N)=C/c1ccc(-c2ccccc2[N+](=O)[O-])o1	7%	0%	0.0%	-26%	.	-1%	-3%
CS(=O)(=O)N(CC(=O)N1CCCCC1)Cc1ccc(Cl)cc1	-2%	3%	-0.7%	4%	-5%	-2%	2%
CN(/N=C/c1cccnc1)c1cnc2ccccc2n1	7%	5%	-1.4%	-21%	19%[46 µM]	0%	6%
Cc1c(C(=O)N2CCC(C)CC2)sc2ncnc(N(C)c3ccccc3)c12	3%	7%	0.0%	-9%[46.1 µM]	-14%	1%	-1%
CCOC(=O)/C(=N\Nc1ccc(Cl)cc1)Sc1nnc(-c2ccc(OC)cc2)n1C	7%	-3%	1.0%	-7%	-9%	2%	2%
COCCNC(=O)C(c1cccc(OC)c1)N(Cc1cccs1)C(=O)Cn1nnc2ccccc21 (stereo not given)	4%	6%	-1.2%	-18%[46.1 µM]	-6%	-2%	8%
COc1cc2c(cc1OC)C(c1ccccc1N)=NCC2	.	1%	3.3%	-18%	-10%[46 µM]	.	4%
Cc1ccc(CN(C)C(=O)C2CCCN2C(=O)c2cccs2)o1 (stereo not given)	-21%[38.3 µM]	16%	0.7%	-9%[46.1 µM]	6%	6%	3%
O=C(COC(=O)c1cncc(Br)c1)NCc1ccc(F)cc1	-4%	1%	-1.3%	8%	-10%[46 µM]	1%	0%
CC(C)OCCCNc1ncnc2c1[nH]c1ccc(F)cc12	18%[38.3 µM]	-5%	-0.3%	-12%[46.1 µM]	2%	-3%	2%
CCOc1ccc(OCc2ccc(C(=O)N(CC)CC)cc2)cc1	4%	14%	-1.5%	-14%	?	-1%	0%
CC(C)n1c(=S)[nH]c2cc(C(F)(F)F)ccc21	.	-3%	7.3%	14%	.	.	2%
CCS(=O)(=O)c1ccc2oc(SCC(=O)Nc3ccc(OC)cc3OC)nc2c1	-5%	-19%	-0.4%	1%	?	0%	-8%
COc1ccccc1CN1CCN(C(=O)c2ccncc2)CC1	11%[38.3 µM]	1%	0.9%	2%[46.1 µM]	5%	18%	2%
CCCCC(CC)C(=O)Nc1ccc(C)c(O)c1 (stereo not given)	2%	2%	-5.0%	-8%	?	1%	2%

Additional compounds follow:
SMILES	IMPase Li inh	CBFb-RUNX1 inh	Epigenetic reg	NPSR antag	Lamin A splicing	Luc counter	GLA spleen mod
COc1ccc(CCN2C(=O)CC(NCc3ccc4c(c3)OCO4)C2=O)cc1OC (stereo not given)	9%[38.3 µM]	3%	-1.1%	4%[46.1 µM]	-2%	5%	1%
CCOC(=O)c1csc(N)c1-c1ccc([N+](=O)[O-])cc1	.	-12%	1.1%	-29%	.	.	-3%
O=C(CSCc1cccc(Cl)c1)N1CCN(Cc2ccc3c(c2)OCO3)CC1	39%[activator][38.3 µM]	-8%	-0.1%	-13%[46.1 µM]	?	0%	-3%
CCOc1ccc(N=C(/C(C(=O)C(=O)N2CCOCC2)=C(/O)c2ccccc2)c2ccccc2)cc1	.	-7%	0.0%	1%[7.67 µM]	.	.	2%
CCOC(=O)CSc1nnc(CSc2nc3sc4c(c3c(=O)[nH]2)CCC4)n1C	-1%[38.3 µM]	-1%	4.4%	-4%[46.1 µM]	2%	1%	-10%
Cc1ccc(C(=O)N/N=C/c2ccc(N3CCOCC3)cc2)c(C)c1	6%	-3%	-1.4%	-4%	24%[46 µM]	-2%	0%
Cc1ccc(O)c(NC(=O)c2noc3c2CCCCC3)c1	6%	-4%	3.1%&-0.9%	-5%	-4%[46 µM]	-16%	3%
CCCCCCN(C(=O)CCCCCN1C(=O)NC(c2ccc(-c3ccccc3)cc2)C(C(=O)OCc2ccccc2)=C1C)C(C(=O)NCCCC)c1ccc(O)cc1 (stereo not given)	2%&-8%	6%[2.36 µM]	6.9%&-0.2%	-1%	-3%	1%&-6%	6%&-4%
O=C(N/N=C/c1ccc(N2CCOCC2)s1)c1ccc(NS(=O)(=O)c2cccs2)cc1	.	-13%	1.1%	33%	?	.	-4%
Cc1ccc(CNc2ccc3c(c2)OCO3)cc1	17%[38.3 µM]	?	15%	-10%[46.1 µM]	?	-18%	-4%
CC(C)(C)c1ccc(CS(=O)(=O)CC2(O)CCN(C(=O)c3cccc(C(F)(F)F)c3)CC2)cc1	4%[38.3 µM]	2%	0.0%	-5%[46.1 µM]	4%	-3%	4%
